GAA glycogen mod = alters human alpha-glucosidase cleavage of glycogen; P10253; recombinant GAA, glycogen substrate, Amplex Red glucose oxidase fluorescence; Potency, µM (titrated, usually from 76.4 µM), for the others: top-dose activity change, negative = inhibition, usual class: inhibitors; 300,000 compounds, 0.38% hits; active means well fitted inhibition curve with a large enough effect; inconclusive means small, poorly fitted or top-dose-only effect, or another doubt; inactive means no such curve, though single readings can be large or run the other way;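 further: 0% = full enzyme reaction and -100% = no-enzyme basal signal; the screen sought inhibitors and activators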
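Recombinant enzyme (4 nM final) with compounds titrated up to 77 uM and bovine liver glycogen (30 ug) in citrate pH 5.0, 0.01% Tween-20, 37 C 40 min. Released glucose detected by Amplex Red/glucose oxidase (Ex 573/Em 610); AC50 from Hill fits.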
* = called active by the depositor; ? = inconclusive; [ ] = remark or other dose. Potency means the concentration at half of the fitted maximal effect. A portion of the library; count on the stated rates, not on these rows.

SMILES	GAA glycogen mod
Cn1c(=N)n(CC(=O)c2ccc(Cl)c(Cl)c2)c2ccccc21	1.8%
Cc1nc(NC(=O)c2ccncc2)sc1C(=O)N(C)C	1.6%[76.3 µM]
NS(=O)(=O)c1ccc(NC(=O)COc2cccc3ccccc23)cc1	-1.7%[76.3 µM]
CCOc1ccccc1Nc1cc(C)c2cccc(C)c2n1	-20.1%[76.3 µM]
COC(CNC(=O)c1ccc2c(=O)n(Cc3ccc(Cl)cc3)c(=S)[nH]c2c1)OC	-6.3%
CN(c1ccc(C(=O)N2CCCCC2)cc1)S(=O)(=O)c1cccs1	4.6%[76.3 µM]
CNc1nc2c(c(=O)n(C)c(=O)n2C)n1CCCc1ccccc1	4.2%[76.3 µM]
CCOC(=O)C1=C(C)NC(=O)NC1/C=C\c1ccccc1 (stereo not drawn)	-7.1%[15.3 µM]
COc1cccc(C(=O)N2CCN(Cc3ccccn3)CC2)c1	-2.2%
Cc1c(Cl)cccc1NC(=O)CSc1nncn1-c1cccnc1	-3.4%[76.3 µM]
CCc1ccc(NC(=O)CSc2nnc(C)c(=O)n2N)cc1	-7.0%[76.3 µM]
O=C(NC1CC1)C1CCN(C(=O)c2ccccc2Cl)CC1	-9.8%
CN(C)Cc1c(O)ccc2c(=O)c(-c3ccc(Cl)cc3)coc12	3.9%[76.3 µM]
COc1ccc(NS(=O)(=O)c2cc3c4c(c2)C(C)C(=O)N4CCC3)cc1 (stereo not drawn)	-5.2%[76.3 µM]
CCc1ccc2[nH]c3nc(N/N=C/c4cccc(O)c4)nnc3c2c1	-7.4%[76.3 µM]
O=C(Nc1nnc(-c2ccc(F)cc2)o1)c1ccc(S(=O)(=O)N2CCOCC2)cc1	1.6%[76.3 µM]
Cc1ccc(-n2nc3c(c2NC(=O)c2ccccc2)CS(=O)(=O)C3)cc1C	0.5%[76.3 µM]
CC(=O)c1ccc(OCc2cc(C(=O)N3CC4C[C@@H]5CC3C[C@H](C4)C5)no2)cc1	-10.4%[76.3 µM]
CCc1ccc2c(c1)C(=O)C(=O)N2CCS(=O)(=O)c1ccccc1	7.3%[76.3 µM]
Cc1ccc(C)c(N2CCN(S(=O)(=O)c3ccc4c(c3)NC(=O)CS4)CC2)c1	?
COc1cc(/C=C(\C#N)C(=O)N2CCCCC2)ccc1O	-2.1%[76.3 µM]
CCc1c(C)sc(NC(=O)c2ccco2)c1C#N	-0.1%[76.3 µM]
COc1ccc(NC(=S)NC2CC3CCC2C3)c(OC)c1 (stereo not drawn)	-11.8%
COc1ccc(NC(=O)c2sc3nc(C)nc(N4CCN(c5ccccn5)CC4)c3c2C)c(OC)c1	-1.2%[76.3 µM]
Cc1ccc(C(=O)N2CCC(C)CC2)cc1S(=O)(=O)N1CCCCC1	0.0%[76.3 µM]
Cc1cc(C)c2c(c1)c1nnc(SCCN3CCOCC3)nc1n2C	-1.0%
CCOc1nc(Nc2ccccc2)nc(OCC)n1	0.4%[76.3 µM]
COc1ccc(C(=O)Nc2ccccc2C(=O)N2CCOCC2)cc1Br	-2.0%[76.3 µM]
Cc1nc(NC(=O)c2cc3ccccc3o2)sc1C	-2.5%[76.3 µM]
O=C(Nc1cccc2ccccc12)C1CCCC1	2.3%[76.3 µM]
Cc1cccc(C)c1NC(=O)C(Cl)C(=O)c1ccccc1 (stereo not drawn)	5.2%
Cc1cnc(NC(=O)c2cccs2)s1	-4.7%
O=S(=O)(NCC1CCCO1)c1ccc(Cl)cc1 (stereo not drawn)	8.9%[76.3 µM]
CCOC(=O)C1CCN(S(=O)(=O)c2ccccc2)CC1	-10.7%
O=C(NC1CCOc2ccccc21)c1ccc(Cl)nc1 (stereo not drawn)	12.0%[76.3 µM]
Cc1ccc(N(C)C(=O)c2cnn(-c3ccccc3)c2C)c(C)c1	14.8%[76.3 µM]
COc1ccc(CCN(C)C(=O)c2cc(-c3ccccc3)nc3ccc(C)cc23)cc1OC	-14.3%[76.3 µM]
CC(C)NC(=S)N1CCCN(c2ncccc2[N+](=O)[O-])CC1	-8.9%
N#Cc1ccccc1CN1C(=O)c2ccccc2S1(=O)=O	5.1%[76.3 µM]
Cc1cc(=O)oc2c(C)c(OC(C)C(=O)N3CC[C@@]4(O)CCCC[C@H]4C3)ccc12 (stereo partly drawn)	4.9%[76.3 µM]

Grouped by structure, the compounds so far containing an NH in an aromatic ring.
SMILES	GAA glycogen mod
COC(CNC(=O)c1ccc2c(=O)n(Cc3ccc(Cl)cc3)c(=S)[nH]c2c1)OC	-6.3%
CCc1ccc2[nH]c3nc(N/N=C/c4cccc(O)c4)nnc3c2c1	-7.4%[76.3 µM]

3 compounds already listed, ordered by heavy-atom count, rising.
SMILES	GAA glycogen mod
CCOC(=O)C1CCN(S(=O)(=O)c2ccccc2)CC1	-10.7%
COc1ccc(NC(=S)NC2CC3CCC2C3)c(OC)c1 (stereo not drawn)	-11.8%
Cc1cc(C)c2c(c1)c1nnc(SCCN3CCOCC3)nc1n2C	-1.0%

(next part)
SMILES	GAA glycogen mod
COc1ccccc1CN1CCN(C(=O)c2ccco2)CC1	-6.9%[76.3 µM]
COc1ccc(Cn2nnc3c(C)n[nH]c(=O)c32)cc1	-3.4%
CCOc1ccccc1NC(=O)CSc1nnc(CCC(=O)Nc2ccccc2F)n1C	3.5%[76.3 µM]
CCCn1cc(CN2CCC(n3nccc3NC(=O)C(OC)c3ccccc3)CC2)c(C)n1 (stereo not drawn)	4.3%[76.3 µM]
COc1cccc(NC(=O)C(C)N2C(=O)c3ccccc3C2=O)c1 (stereo not drawn)	-0.4%[76.3 µM]
COc1cc2c(cc1OC)C(c1cccc(Br)c1)CC(=O)N2 (stereo not drawn)	0.5%[76.3 µM]
CC(C)Oc1ccc(S(=O)(=O)N2CCOCC2)cc1NC(=O)CN1C(=O)NC2(CCCC2)C1=O	0.3%[76.3 µM]
COc1ccc(C2(C)NC(=O)N(CC(=O)NC3(C#N)CCCCC3)C2=O)cc1 (stereo not drawn)	-8.5%[76.3 µM]
O=C(Nc1ccccc1N1CCN(C(=O)c2ccc(Cl)cc2)CC1)c1cccc(F)c1	3.8%[76.3 µM]
COc1ccccc1C1CC(=O)Nc2cc(C)c(C)cc21 (stereo not drawn)	5.5%[76.3 µM]
O=C(N/N=C/c1ccco1)c1cccc(NC(=O)c2cccc(Cl)c2)c1	-8.4%
CSc1ccc(/C=C(\NC(=O)c2ccccc2)C(=O)NCCN2CCOCC2)cc1	4.7%
COc1ccc(C=O)c2[nH]c3c(Cl)ncnc3c12	4.5%
COc1ccc(C(=O)NCC(=O)N/N=C/c2c(C)[nH]c3ccccc23)cc1	1.4%[76.3 µM]
CCCc1cc(Nc2ccc(C)cc2)n2ncnc2n1	-0.6%[76.3 µM]
COc1ccc(CCNC(=O)COc2ccc3c(C)cc(=O)oc3c2)cc1OC	2.4%
O=C1CSc2ccc(S(=O)(=O)NCc3ccccc3Cl)cc2N1	0.1%[76.3 µM]
O=C(CSc1ccc2ccccc2n1)N/N=C/c1ccccc1O	-5.2%
N/C(=N\OC(=O)CC1CCCCC1)c1ccc(Cl)cc1	-5.6%[76.3 µM]
CCN(CC)CCNC(=O)C(=O)Nc1cc2c3c(c1)CC(=O)N3CCC2	1.0%[76.3 µM]
COc1ccc(S(N)(=O)=O)cc1C(=O)OCCCOC(=O)c1cc(S(N)(=O)=O)ccc1OC	?
O=C(O)[C@@H]1CSC2c3ccccc3C(=O)N21 (stereo partly drawn)	-1.9%
Cc1cc(Cl)cc(C)c1OCCOCCNCc1ccccc1	8.1%[76.3 µM]
COC(=O)c1ccc(COC(=O)c2cnc(Cl)c(Cl)c2)cc1	-0.5%
CCOc1cc(/C=N/NC(=O)c2cc3c(ccc4ccccc43)o2)ccc1O	4.2%[76.3 µM]
O=C(CN1CCN(S(=O)(=O)N2CCOCC2)CC1)Nc1cc(Cl)ccc1Cl	4.3%
CCN(CC)CCNC(=O)c1ccc(NC(=O)c2cccc(S(=O)(=O)N3c4ccccc4CC3C)c2)cc1 (stereo not drawn)	2.3%[76.3 µM]
O=C(c1ccco1)N(Cc1ccc(Cl)cc1)Cc1ccco1	-4.7%[76.3 µM]
CCOC(=O)c1ccc(N2CCOCC2)c(NC(=O)c2nccnc2C(=O)O)c1	1.4%[76.3 µM]
NNc1nc(-c2ccccc2Cl)c2cc(Br)ccc2n1	?
COc1ccc(S(=O)(=O)N(C)CC(=O)NCCN2CCOCC2)cc1	11.4%
CC(=O)C1=C(C)Nc2ncnn2C1c1ccc(O)cc1 (stereo not drawn)	4.1%
CCOc1ccc(CCNC(=O)CCNS(=O)(=O)c2ccc3c(c2)CCN3C(C)=O)cc1OCC	0.8%[76.3 µM]
O=C(Oc1ccc(C(=S)N2CCOCC2)cc1)c1ccccc1F	-5.1%[76.3 µM]
COc1cccc(OC)c1OCCN1CCN(C(c2ccccc2)c2ccccc2)CC1	1.6%
NC(=O)C1CN(S(=O)(=O)c2ccc(Cl)cc2F)c2ccccc2O1 (stereo not drawn)	-4.2%
CN(CC1CCOCC1)C(=O)CC1C(=O)NCCN1Cc1cccc(C(F)(F)F)c1 (stereo not drawn)	-3.7%[76.3 µM]
Cn1c(=S)[nH]c2sc3c(c2c1=O)CCC(C(C)(C)C)C3 (stereo not drawn)	3.3%
COc1ccc(C(c2c(C)n(C)n(-c3ccccc3)c2=O)c2c(C)n(C)n(-c3ccccc3)c2=O)cc1OC	21.3%[76.3 µM]
CCC(C)[C@H](NC(=O)[C@@H]1CSC2c3ccccc3C(=O)N21)C(=O)NC1CCCC1 (stereo partly drawn)	2.7%[76.3 µM]
Cc1ccc(C)c(Cn2c3ccccc3c3cnn(CC(=O)NCCN4CCOCC4)c(=O)c32)c1	0.2%[76.3 µM]
O=C(O)c1ccccc1-c1ccccc1C(=O)Nc1ccc(F)cc1	-0.9%
CC1=C(C)CC(C(=O)Nc2nccs2)C(C(=O)O)C1 (stereo not drawn)	2.0%[76.3 µM]
COCC(=O)N1CCC(Oc2ccc(C(=O)NCc3cc(C(C)C)no3)cc2)CC1	-8.5%[76.3 µM]
COc1ccc(C)cc1N(CC(=O)NC(C)c1ccccc1)S(C)(=O)=O (stereo not drawn)	0.7%[76.3 µM]
CC(=O)c1ccc(OCC(O)CN2CCN(S(=O)(=O)c3c(C)c(C)cc(C)c3C)CC2)cc1 (stereo not drawn)	-0.5%
O=C(CSc1nnc(CNC(=O)c2ccco2)o1)Nc1ccc(Br)cc1	-4.9%[76.3 µM]
Brc1ccccc1OCCCOc1cccc2cccnc12	-10.5%[76.3 µM]
CCc1ccccc1NC(=O)CCCN1C(=O)C2CC=CCC2C1=O (stereo not drawn)	-3.9%[76.3 µM]
O=C(COc1ccc(Cl)cc1)N(Cc1ccc(F)cc1)C1CCS(=O)(=O)C1 (stereo not drawn)	-1.5%[76.3 µM]
Cc1ccc(OCC(=O)Oc2c(C)cccc2C)cc1C	-9.0%[76.3 µM]
CN1C(C(=O)Nc2ncccn2)=C(O)c2ccccc2S1(=O)=O	6.3%
Cc1ccc(CNC(=O)CCSCc2cccc(F)c2)cc1	-2.6%
COc1ccc(/C=N/NC(=O)c2cccc(C(=O)N/N=C/c3ccc(OC)c(OC)c3)n2)cc1OC	-5.0%
COc1ccc(/C(C)=N/NC(=O)CNC(=O)c2cccnc2)c(OC)c1	-0.4%
Cc1ccc(CNC(=S)NC2CCC(C(C)(C)C)CC2)cc1 (stereo not drawn)	-11.9%[76.3 µM]
Cc1ccc(OCCCCCN2CCOCC2)cc1	19.9%[76.3 µM]
O=C(CCc1ccccc1)NNC(=O)CCc1ccccc1	-12.6%[76.3 µM]
COc1cc(NS(=O)(=O)c2cn(C)cn2)cc(OC)c1	-19.2%[76.3 µM]
O=C1CN(C(=O)N[C@@H](Cc2ccccc2)C(=O)N[C@H](Cc2ccccc2)C(=O)O)c2ccccc2N1	-3.2%[76.3 µM]

Carrying on:
SMILES	GAA glycogen mod
CCOC(=O)NCc1ccccc1	10.0%[76.3 µM]
O=C(Nc1c(-c2ccc(F)cc2)nc2ccccn12)c1ccc(F)cc1	-4.6%
O=C1CNc2ccc(C(=O)N3CCN(c4ccccn4)CC3)cc2N1	-8.0%[76.3 µM]
CC(C)(C)c1ccc(C(=O)Nc2ccc(S(=O)(=O)Nc3cnc4ccccc4n3)cc2)cc1	0.3%
Cc1cccc(NS(=O)(=O)c2ccc(C(=O)NCC3CCCO3)cc2)c1C (stereo not drawn)	-2.7%[76.3 µM]
N#Cc1cccc(CSc2ncnc(N)n2)c1	-1.6%
COc1cccc(CN(C)C(=O)c2cc(-c3cccs3)nc3ccccc23)c1	-2.2%[76.3 µM]
CC(=O)N1CCN(C(=O)c2ccc3c(c2)S(=O)(=O)c2ccccc2C3=O)CC1	9.5%
COc1ccccc1CNC(=O)CCCc1cn(C)c2ccccc12	2.2%
O=C(O)COc1ccc(/C=C2/SC(=S)N(Cc3ccccc3)C2=O)cc1	-11.8%[76.3 µM]
Cc1ccccc1C(=O)NC1CCN(CC(=O)Nc2ccc(N(C)C)cc2)CC1	-3.2%[76.3 µM]
Cc1nc(Cl)c(N=Cc2cccc([N+](=O)[O-])c2)c(Cl)n1	-2.1%[76.3 µM]

Source: PubChem (National Center for Advancing Translational Sciences (NCATS))
